UPR CHOP act: apoptotic UPR (CHOP) activation | CHO-CHOP luciferase reporter, luminescence; percent of tunicamycin response over DMSO baseline | activation, % at 10 µM | 330,000 compounds, 0.34% hits | AID 449763;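 active = at 10 µM dose, activation of 40% or more, normalized to positive control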;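 also: 100% = tunicamycin at 10 µg/mL and 0% = DMSO alone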
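assay system = CHO CHOP reporter cells | amount = 500 CHO-CHOP cells per well | buffer or medium = F12 with 10% FBS | incubation = 16-18 h cell attachment, then 6 h compound exposure, 37 °C | detection = luminescence read with Steady-Glo | read-out = percent activation relative to tunicamycin control | controls = tunicamycin high control, DMSO low control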
UPR XBP1 act: activators of adaptive arm of unfolded protein response (XBP1); activation, % at 20 µM; CHO-XBP1 luciferase reporter, IRE1-XBP1 UPR activation, luminescence; percent of tunicamycin response, DMSO as zero; 330,000 compounds, 0.33% hits;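 active = versus positive control, 20 µM dose yields 30% or more activation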;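 also: 100% = tunicamycin at 10 µg/mL and 0% = DMSO only wells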
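Material – CHO cell line with stable XBP1 luciferase reporter · Buffer or medium – F12 plus 10% FBS · Compound – single point, 20 µM final compound, 1% DMSO · Schedule – 16-18 h cell attachment at 37 °C, then 6 h compound exposure · Signal – Steady-Glo luminescence read · Benchmarks – high control tunicamycin 10 µg/mL final, low control DMSO vehicle only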
APJ agonist: APJ receptor agonism; 330,000 compounds, 0.11% hits; CHO-K1 APJ PathHunter beta-arrestin, luminescence; 0% DMSO wells, 100% apelin; P35414; activation, % at 20 µM;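 active = activation more than six SD over the plate average, tested at 20 µM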;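 also: 0% = DMSO alone and 100% = apelin-13 at 10 nM; some results filed as inactive read as strong as hits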
Target sequence (P35414 whole entry, looked up): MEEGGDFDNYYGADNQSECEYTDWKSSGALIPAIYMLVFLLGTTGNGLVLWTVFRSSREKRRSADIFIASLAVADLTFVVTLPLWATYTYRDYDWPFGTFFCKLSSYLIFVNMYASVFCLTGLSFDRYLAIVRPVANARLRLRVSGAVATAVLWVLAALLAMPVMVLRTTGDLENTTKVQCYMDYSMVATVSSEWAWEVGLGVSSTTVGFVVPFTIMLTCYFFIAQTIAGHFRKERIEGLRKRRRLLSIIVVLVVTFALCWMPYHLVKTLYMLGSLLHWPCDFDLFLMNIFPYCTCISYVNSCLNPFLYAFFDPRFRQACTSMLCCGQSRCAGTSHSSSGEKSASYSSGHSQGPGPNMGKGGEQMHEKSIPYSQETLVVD
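Test system – PathHunter CHO-K1 APJ (AGTRL-1) beta-arrestin reporter cells · Input – 1000 cells/well · Compound – single test compound dose, 20 µM final, 1% DMSO · Times – compound stimulation 90 min at 25 °C, detection 60 min · Technique – beta-gal luminescence · Read-out basis – APJ–arrestin association signal · Control set – negative DMSO alone, positive Apelin-13 at 10 nM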
APJ antag: blocks the human apelin receptor APJ; P35414; inhibition, % at 20 µM; 330,000 compounds, 0.32% hits; CHO-K1 APJ beta-arrestin complementation, luminescence; AID 2521;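 active = inhibition above about 40% at 20 µM, limit read from the data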;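 also: cells challenged with 10 nM apelin-13 agonist together with compound; plate controls were apelin-13 plus DMSO wells for no effect and DMSO wells lacking apelin-13 for full effect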
tim23-1 inh: tim23-1 yeast growth inhibition; S. cerevisiae tim23-1 growth, BacTiter-Glo luminescence, 24 h; inhibition, % at 20 µM; 330,000 compounds, 1.3% hits; AID 463212;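 active = growth inhibition of the mutant yeast at or above 50%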;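 also: temperature-sensitive mutant grown at 25 °C; plate controls were DMSO-treated mutant yeast for no effect and medium wells lacking yeast for full effect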
TIM10 inh: TIM10 yeast growth inhibition | S. cerevisiae TIM10 strain growth, BacTiter-Glo luminescence, 24 h | inhibition, % at 10 µM | 330,000 compounds, 1.4% hits | AID 463195;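 active = inhibition of 40% or more at the single tested concentration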;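 also: wild-type TIM10 isogenic control strain grown at permissive 25 °C; 0% = DMSO yeast wells and 100% = minimal medium wells without yeast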
Mdm2 MdmX PPI: disrupts the human Mdm2-MdmX interaction. AID 485346. 330,000 compounds, 3% hits. inhibition, % at 8 µM. SaOS-2 split-luciferase Mdm2/MdmX complementation, luminescence;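 active = inhibition of at least 50% at 8 µM in the primary screen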
tim10-1 inh: tim10-1 yeast growth inhibition; S. cerevisiae tim10-1 ts strain growth, BacTiter-Glo, 24 h; inhibition, % at 20 µM; 330,000 compounds, 2.2% hits; AID 463190;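 active = inhibition of at least 40%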;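 also: mutant grown at 25 °C; 0% = DMSO wells with yeast and 100% = wells holding no yeast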
CXCR6 block: CXCR6 (human) receptor inhibition | O00574 | CHO-K1 PathHunter CXCR6 beta-arrestin, luminescence | inhibition, % at 20 µM | 360,000 compounds, 0.36% hits | AID 602244; in the data active = inhibition above about 34%, passing the limit was not always enough;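 also: antagonist mode with CXCL16 agonist at 10 nM final; 0% = 10 nM CXCL16 with DMSO and 100% = unstimulated wells without agonist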
Target sequence (O00574 whole entry, looked up): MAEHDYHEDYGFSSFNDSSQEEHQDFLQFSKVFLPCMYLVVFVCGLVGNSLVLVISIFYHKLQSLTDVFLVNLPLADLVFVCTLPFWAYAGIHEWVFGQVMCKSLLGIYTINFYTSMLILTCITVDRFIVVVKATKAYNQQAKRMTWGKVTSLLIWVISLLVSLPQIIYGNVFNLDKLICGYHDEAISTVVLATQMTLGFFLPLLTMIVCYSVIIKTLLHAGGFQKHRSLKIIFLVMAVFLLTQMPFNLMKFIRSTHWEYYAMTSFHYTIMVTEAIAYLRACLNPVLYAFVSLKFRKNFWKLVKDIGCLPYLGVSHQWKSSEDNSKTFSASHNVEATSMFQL
An asterisk follows results filed as active; nt = no result given. An excerpt, so the mix of outcomes need not match the whole.

[1] CN(C1CC(C)(C)NC(C)(C)C1)S(=O)(=O)CC12CCC(CC1=O)C2(C)C (stereo not drawn)
[2] COc1ccc(OC)c(C2=NOC(C(=O)Nc3c(C)n(C)n(-c4ccccc4)c3=O)C2)c1 (stereo not drawn)
[3] COc1ccc(Cl)cc1C(=O)OCC(=O)Nc1sccc1C(N)=O
[4] CC1(O)c2ccccc2C(=O)N1Cc1ccccc1 (stereo not drawn)
[5] Nc1nc(CN2CCN(c3ccccc3F)CC2)nc(N2CCCc3ccccc32)n1
[6] Cn1cc([N+](=O)[O-])c(C(=O)NC2CCCC2)n1

assay / entry	1	2	3	4	5	6
UPR CHOP act	-1.8	0.8	0.8	-1.0	-0.3	-0.5
UPR XBP1 act	-3	1	2	1	-2	-6
APJ agonist	-4	-4	4	-1	-3	-4
APJ antag	6	-64	-1	-2	11	1
tim23-1 inh	5	-8	0	4	20	-9
TIM10 inh	-7	7	-2	9	32	2
Mdm2 MdmX PPI	25	17	25	2	-11	9
tim10-1 inh	10	6	3	3	38	-5
CXCR6 block	0	1	-8	12	3	-5

[7] COc1cccc(COc2ccccc2C2Nc3ccc(Br)cc3C(=O)N2NC(=O)c2ccncc2)c1 (stereo not drawn)
[8] N/C(=N\OC(=O)C1CC1)c1ccc([N+](=O)[O-])s1
[9] Cc1cccc(-c2noc(CN(C)C(=O)c3ccoc3C)n2)c1
[10] Cc1ccc(Cl)cc1NC(=O)C(=O)N1CCCCC1
[11] CCOC(=O)c1ccc(NC(=O)Cn2c(-c3nonc3N)nc3ccccc32)cc1
[12] CC1CCN(c2c(NCc3ccc(C(=O)NCC4COc5ccccc5O4)cc3)c(=O)c2=O)CC1 (stereo not drawn)

assay / entry	7	8	9	10	11	12
UPR CHOP act	4.6	0.8	2.3	0.8	19	2.2
UPR XBP1 act	4	1	0	0	2	1
APJ agonist	-3	8	0	-2	-3	-2
APJ antag	15	-20	0	21	-3	-21
tim23-1 inh	23	27	1	8	-33	4
TIM10 inh	9	17	7	12	-44	3
Mdm2 MdmX PPI	3	-7	1	-35	18	11
tim10-1 inh	0	9	12	2	-24	2
CXCR6 block	-3	-10	-4	-7	3	0

[13] CC(C)(C)c1ccc(OCCC(=O)NCCc2ccc(S(N)(=O)=O)cc2)cc1
[14] CCC(C)c1ccccc1NC(=O)C(C)N(C)Cc1cccc(OC)c1 (stereo not drawn)
[15] CC(C)CN(C(=O)c1cccc(S(=O)(=O)N2CCN(c3ccc(F)cc3)CC2)c1)C1CCS(=O)(=O)C1 (stereo not drawn)
[16] Cc1ccc(Nc2nc(-c3cccnc3)cs2)cc1Cl
[17] CCOC(=O)CN1C(=O)/C(=C/c2cccc(Br)c2)Oc2ccccc21
[18] O=S(=O)(c1ccc2oc3ccc(S(=O)(=O)N4CCCCC4)cc3c2c1)N1CCCCC1

assay / entry	13	14	15	16	17	18
UPR CHOP act	1.6	1.3	-0.3	8.2	0.7	0.7
UPR XBP1 act	-1	-1	1	1	4	-1
APJ agonist	-1	-4	0	-1	6	-2
APJ antag	-4	17	0	2	6	-5
tim23-1 inh	0	17	-10	21	-1	-3
TIM10 inh	10	24	-2	22	1	-9
Mdm2 MdmX PPI	15	-44	4	-118	34	15
tim10-1 inh	1	14	-4	12	-6	11
CXCR6 block	-4	-2	-6	-14	-7	-2

[19] O=c1[nH]c(CSc2nc(-c3ccc(F)cc3)cs2)nc2ccccc12
[20] CC1(C)CC(NC(=O)c2c(N)no[n+]2[O-])CC(C)(C)N1
[21] CCCCN(Cc1cc2cccc(C)c2[nH]c1=O)S(C)(=O)=O
[22] O=[N+]([O-])c1ncccc1OCc1ccc(-c2ccccc2)cc1
[23] Cc1ccnc(NC(=O)COc2ccc3c(c2)CCC3)c1
[24] COc1ccc(C2=CC(c3sccc3C)n3nnnc3N2)cc1 (stereo not drawn)

assay / entry	19	20	21	22	23	24
UPR CHOP act	-1.8	1.8	-1.9	4.5	1.4	3.1
UPR XBP1 act	-1	0	2	1	-6	0
APJ agonist	-1	-1	-4	0	2	-5
APJ antag	10	-15	1	19	-45	28
tim23-1 inh	-28	7	13	4	10	-19
TIM10 inh	-16	-3	0	12	15	-3
Mdm2 MdmX PPI	23	-3	27	27	-72	-101
tim10-1 inh	-5	2	1	-7	19	0
CXCR6 block	-13	4	3	-2	-3	18

[25] COc1cccc2cc(C(N)=O)/c(=N\NC(=O)c3ccccc3)oc12
[26] O=C(c1ccc(NC2=NC3CS(=O)(=O)CC3S2)cc1)N1CCN(c2ccccc2F)CC1 (stereo not drawn)
[27] N/C(=N\OC(=O)C12CC3CC(CC(C3)C1)C2)c1cccnc1
[28] Cc1ccccc1NC(=O)Cc1nc(COC(=O)c2cc([N+](=O)[O-])ccc2NCCO)cs1
[29] Cc1cccc(C(=O)NC2=NCCS2)c1
[30] O=C(c1nn(-c2ccccc2)c(=O)c2ccccc12)N1CCN(c2ccccn2)CC1

assay / entry	25	26	27	28	29	30
UPR CHOP act	1.1	-0.3	4.2	-0.3	2.9	-0.8
UPR XBP1 act	-11	0	0	-4	-3	0
APJ agonist	-4	-4	8	-5	-1	-5
APJ antag	-7	8	-11	15	7	6
tim23-1 inh	6	-1	38	1	21	30
TIM10 inh	-9	-10	34	4	8	-6
Mdm2 MdmX PPI	57*	-2	71*	15	-61	-2
tim10-1 inh	0	-3	35	7	33	34
CXCR6 block	-8	-8	-6	8	0	4

[31] CCOC(=O)C1=CN(Cc2cccc(-c3ccc(F)cc3)c2)S(=O)(=O)N(C)C1C (stereo not drawn)
[32] c1ccc(-n2nnnc2SCCCSc2nc3ccccc3s2)cc1
[33] O=C(Nc1ccccc1)c1nc[nH]c1C(=O)NCCN(CCNC(=O)c1[nH]cnc1C(=O)Nc1ccccc1)CCNC(=O)c1[nH]cnc1C(=O)Nc1ccccc1
[34] COc1ccc(CCC(C)Nc2cccc(F)c2)cc1 (stereo not drawn)
[35] COc1ccccc1N1CCN(C(=O)c2sc3nc(C)nc(N4CCN(c5ccccn5)CC4)c3c2C)CC1
[36] COc1ccc(CCN=Cc2c(C)[nH]n(-c3ccc([N+](=O)[O-])cc3)c2=O)cc1OC

assay / entry	31	32	33	34	35	36
UPR CHOP act	1.0	-1.6	-0.6	1.9	14	3.9
UPR XBP1 act	-1	-2	-1	-1	2	10
APJ agonist	nt	-5	-2	-4	1	-3
APJ antag	nt	9	10	15	12	9
tim23-1 inh	38	10	0	-10	38	1
TIM10 inh	3	-11	7	-10	37	7
Mdm2 MdmX PPI	22	12	62*	-15	76*	2
tim10-1 inh	20	26	-1	14	17	18
CXCR6 block	-8	1	3	-6	2	6

[37] Cc1cccc(NC(=O)CN(C)C(=O)c2ccc(N3CCCCCC3)c([N+](=O)[O-])c2)c1C
[38] NC(=O)CSc1nc2ccccc2c(=O)n1Cc1ccco1
[39] Cc1cc(Cn2nc(-c3ccccc3)cc2C(=O)NCc2cccc(C(F)(F)F)c2)on1
[40] COc1ccc(Cl)cc1C(=O)n1nc(C)cc1C
[41] CCCCC(=O)Nc1cc(OCC)c(NC(=S)NC)cc1OCC
[42] COc1ccc(Oc2coc3cc(OC(=O)/C=C/c4ccccc4)ccc3c2=O)cc1

assay / entry	37	38	39	40	41	42
UPR CHOP act	-1.5	-0.7	1.3	-0.3	0.2	4.3
UPR XBP1 act	-2	-4	-2	-5	1	2
APJ agonist	-7	-6	4	-1	0	1
APJ antag	6	-3	1	14	-5	7
tim23-1 inh	24	-15	0	5	15	19
TIM10 inh	10	-22	5	-6	2	10
Mdm2 MdmX PPI	23	-1	14	7	2	3
tim10-1 inh	23	-15	3	-13	14	10
CXCR6 block	19	4	-5	-5	-10	-9

[43] Cc1ccc2oc(C(=O)N3CCN(C)C[C@@H]3C(C)C)c(C)c2c1
[44] COc1ccc(NC(=O)c2ccc(NC3=NC4CS(=O)(=O)CC4S3)cc2)cc1 (stereo not drawn)
[45] Cc1ccc(C(=O)O/N=C(\N)c2ccc(Br)cc2)cc1
[46] O=C(CN1CCN(c2ccccn2)CC1)Nc1cccc(S(=O)(=O)N2CCCC2)c1
[47] COc1ccc(C)cc1NC(=O)C1CCN(S(=O)(=O)c2ccc3c(c2)NC(=O)CO3)CC1
[48] CCC1(C)CC(c2nc(-c3ccc(OC)cc3)cs2)CCS1 (stereo not drawn)

assay / entry	43	44	45	46	47	48
UPR CHOP act	2.5	2.4	3.8	-1.2	0.1	0.9
UPR XBP1 act	0	0	-3	-4	-7	2
APJ agonist	-3	-5	4	-1	-2	-4
APJ antag	7	-1	-42	4	-4	7
tim23-1 inh	13	-14	21	0	5	21
TIM10 inh	-2	-6	23	4	-7	-3
Mdm2 MdmX PPI	-11	17	98*	-7	-13	10
tim10-1 inh	10	-3	-25	19	-12	12
CXCR6 block	10	3	-8	8	-9	0

[49] CC(=O)Nc1nc(SCc2ccc(Cl)cc2Cl)n[nH]1
[50] O=C(N/N=C/c1ccccc1C(=O)O)c1cccc(S(=O)(=O)N2CCCCC2)c1
[51] CCC(C)C(N=C1NS(=O)(=O)c2ccccc21)C(=O)N1CCC(C)CC1 (stereo not drawn)
[52] O=C(COC(=O)C1(c2ccc(Cl)cc2)CCCC1)N1CCc2ccccc21
[53] CCN(CCCNC(=O)CCCOc1cc(=O)n(C)c2ccccc12)Cc1ccccc1
[54] Cc1cc(=O)[nH]c(SCC(=O)Nc2nonc2C)n1
[55] CC(=O)c1cc2c(C)c(C(=O)c3ccccc3)oc2cc1O
[56] O=C(/C=C/c1ccc(Cl)cc1)NC(=S)Nc1ccc(C(=O)O)cc1
[57] O=C(NCN1C(=O)C2C3C=CC(C3)C2C1=O)Nc1nncs1 (stereo not drawn)

assay / entry	49	50	51	52	53	54	55	56	57
UPR CHOP act	-0.1	0.3	-2.0	0.3	1.5	-1.2	-1.4	5.6	-1.1
UPR XBP1 act	6	-4	-3	-3	3	1	-3	4	2
APJ agonist	-1	-3	-6	-3	-3	-2	-6	-2	-4
APJ antag	3	-2	1	-11	8	-10	-19	20	12
tim23-1 inh	-8	1	21	-9	19	13	14	10	14
TIM10 inh	-14	13	-2	-4	15	0	23	6	-2
Mdm2 MdmX PPI	22	16	12	-22	52*	-6	-159	13	11
tim10-1 inh	12	-3	5	8	-3	8	10	-3	2
CXCR6 block	-5	-2	6	2	-3	-1	8	13	3

Screening data (PubChem)
